Source: PubChem BioAssay (National Center for Advancing Translational Sciences (NCATS))
GCN5L2 inh = qHTS Assay for Inhibitors of GCN5L2; Histone acetyltransferase KAT2A (Homo sapiens), Q92830; GCN5L2 HAT assay, ThioGlo1 CoA-SH fluorescence; Potency, µM (highest dose often 58.9 µM), without a hit: at the highest dose activity change, negative = inhibition, most hits filed as inhibitors; 0.21% of 390,000 active; AID 504327, 2011
Target sequence (Q92830 whole entry, looked up): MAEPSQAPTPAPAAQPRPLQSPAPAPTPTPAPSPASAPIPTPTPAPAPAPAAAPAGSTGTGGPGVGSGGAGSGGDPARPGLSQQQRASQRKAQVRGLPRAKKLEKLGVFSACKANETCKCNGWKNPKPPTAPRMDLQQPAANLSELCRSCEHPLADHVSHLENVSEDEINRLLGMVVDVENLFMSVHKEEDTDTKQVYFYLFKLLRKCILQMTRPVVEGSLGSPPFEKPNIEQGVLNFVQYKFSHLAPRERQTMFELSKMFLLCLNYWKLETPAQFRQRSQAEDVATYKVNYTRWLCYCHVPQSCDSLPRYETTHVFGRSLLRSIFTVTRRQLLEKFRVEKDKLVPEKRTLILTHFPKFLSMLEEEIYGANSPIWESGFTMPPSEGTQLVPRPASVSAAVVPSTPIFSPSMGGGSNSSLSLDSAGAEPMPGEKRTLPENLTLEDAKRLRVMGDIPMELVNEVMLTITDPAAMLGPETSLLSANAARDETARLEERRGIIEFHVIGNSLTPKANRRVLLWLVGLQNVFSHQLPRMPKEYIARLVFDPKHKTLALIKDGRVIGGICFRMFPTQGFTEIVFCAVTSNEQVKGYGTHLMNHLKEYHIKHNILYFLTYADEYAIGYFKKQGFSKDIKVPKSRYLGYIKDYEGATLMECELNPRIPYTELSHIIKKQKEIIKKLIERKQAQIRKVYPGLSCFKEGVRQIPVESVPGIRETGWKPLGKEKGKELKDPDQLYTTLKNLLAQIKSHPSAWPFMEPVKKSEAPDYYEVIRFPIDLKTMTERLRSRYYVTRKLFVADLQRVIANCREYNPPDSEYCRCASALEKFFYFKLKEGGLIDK
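Titration-based screen in which CoA formation is detected via maleimide probe ThioGlo1 (50uM) turning fluorescent on thiol reaction; substrates H3(1-25) 75uM and acetyl-CoA 70uM, GCN5L2 20nM, 20 min incubation at room temperature.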
N370S GC = qHTS Assay for Inhibitors and Activators of N370S glucocerebrosidase as a Potential Chaperone Treatment of Gaucher Disease; Potency, µM (series often up to 59.4 µM), for inactives: at the top dose activity change, negative = inhibition, actives largely listed as inhibitors; 0.092% of 330,000 active; N370S GC spleen homogenate, 4MU-glucoside fluorescence; AID 2101, 2009;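 further: 0% = full enzyme activity and -100% = no enzyme basal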
FEN1 inhibitor = qHTS Assay for the Inhibitors of Human Flap endonuclease 1 (FEN1); Recombinant FEN1 flap cleavage, fluorescence, 15 min; Potency, µM (series often up to 114 µM), for inactives: at the highest dose activity change, negative = inhibition, usual class: inhibitors; 0.35% of 390,000 active; AID 588795, 2011; further: nearly all actives have a fitted effect of over 65% in size
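Steps: FEN1 (10 nM) dispensed; compound added by pin tool; 15 min at room temperature; substrate added to 50 nM final; reads at 0 min and 15 min; data normalized and fitted (four-parameter Hill).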
An asterisk follows results filed as active; ? = inconclusive; · = not tested or not shown; & = joins results of further samples; [ ] = remark or other dose. The call rests on the fitted dose curve; in most records, active means well fitted curve in the direction sought with a large enough effect; inconclusive means small, poorly fitted or top-dose-only effect, or another doubt; inactive means no such curve, though single readings can be large; an effect the other way counts as inactive or inconclusive. Unless noted, on the % scale 0 is the no-effect control and ±100 the full control effect; potency means the concentration at half of the fitted maximal effect.

SMILES	GCN5L2 inh	N370S GC	FEN1 inhibitor
O=C(COC(=O)c1ccco1)NCc1cccs1	-25%	4%	7%
COc1cccc(/C=N/NC(=O)CSc2ccccc2C)c1O	-4%	-2%	-5%
CCn1nc(NS(=O)(=O)c2ccccc2[N+](=O)[O-])c2cc3ccc(C)cc3nc21	-22%	-21%	-20%
CCN(CC)S(=O)(=O)c1ccc(N2CCN(CCO)CC2)nc1	-2%	-6%	1%
C/C(=C\CO)CCC(C)CCCC(C)CCCC(C)C (stereo not drawn)	-25%	6%	·
CN[C@@H]1[C@H](O[C@H]2[C@H](O[C@H]3[C@H](O)[C@@H](O)[C@H](N=C(N)N)[C@@H](O)[C@@H]3N=C(N)N)O[C@@H](C)[C@]2(O)C=O)O[C@@H](CO)[C@H](O)[C@H]1O	-4%	-3%	·
CC(C)c1ccc(N(C)C(=O)Cc2c(C(=O)O)n(C)c3ccccc23)cc1	-4%	8%	-6%
COc1cc2c(cc1NC(=O)Cn1cnc3c1c(=O)n(C)c(=O)n3C)oc1ccccc12	-8%	-4%	·
CCOc1ccc(NC(=O)C2CCCCN2S(=O)(=O)c2ccccc2)cc1 (stereo not drawn)	2%	0%[12.8 µM]	10%
O=C(N/N=C/c1ccccn1)c1cc(-c2ccccc2Cl)n[nH]1	-6%	2%	-1%
Cc1cc(C(=O)COC(=O)c2ccc(F)cc2F)c(C)n1C1CC1	-7%	·	1%
CCC1=NN2C(=N)/C(=C\c3ccc(OCCOc4ccc(NC(C)=O)cc4)c(OC)c3)C(=O)N=C2S1	0%	-2%	6%
O=C(NCCN1CCOCC1)c1ccc(CS(=O)(=O)c2ccc(Cl)cc2)o1	0%	10%	-1%
CC(C)(C)C1(C)OC(=O)C(=Cc2ccc(OCC(=O)Nc3ccccc3)cc2)C(=O)O1 (stereo not drawn)	-1%	4%	0%
Cn1c(SCC(=O)Nc2ccc3c(c2)n(C)c(=O)n3C)nnc1-c1ccncc1	0%	-7%	9%
Cc1nn(CCCC(=O)NCc2ccc(Cl)cc2)c(C)c1[N+](=O)[O-]	0%	4%	0%
Cc1c(NC(=O)C(C)OC(=O)/C=C/c2ccc(OC(F)F)cc2)c(=O)n(-c2ccccc2)n1C (stereo not drawn)	1%	?	2%
CC(=O)c1sc(NCc2ccccc2)nc1C	-11%	2%	2%
Cc1ccc(CNC(=O)CSc2nc3ccsc3c(=O)n2NC(=O)c2ccccc2)cc1	0%	0%	10%
CCOC(=O)C1CCN(CC(=O)Nc2ccc(OC)c(S(=O)(=O)N3CCCCC3)c2)CC1	-3%	·	-5%
O=c1oc(-c2ccc(Br)cc2)nc2ccccc12	2%	-4%	6%
COc1cccc(C(=O)Nc2nc3c(s2)CN(C)CC3)c1	-1%	7%	-6%
Fc1ccccc1-c1nc(-c2ccccc2)no1	-2%	6%	2%
CC(=O)Cc1nsc(Nc2ccc3c(c2)OCCO3)n1	-11%	4%[2.35 µM]	9%
CCS(=O)(=O)N1CCC(C(=O)NCc2ccccc2OC)CC1	-4%	2%	6%

Looked up above.
CC(C)c1ccc(N(C)C(=O)Cc2c(C(=O)O)n(C)c3ccccc23)cc1 – N370S GC = 8%
COc1cc2c(cc1NC(=O)Cn1cnc3c1c(=O)n(C)c(=O)n3C)oc1ccccc12 – GCN5L2 inh = -8%
CN[C@@H]1[C@H](O[C@H]2[C@H](O[C@H]3[C@H](O)[C@@H](O)[C@H](N=C(N)N)[C@@H](O)[C@@H]3N=C(N)N)O[C@@H](C)[C@]2(O)C=O)O[C@@H](CO)[C@H](O)[C@H]1O – GCN5L2 inh = -4%
Cc1cc(C(=O)COC(=O)c2ccc(F)cc2F)c(C)n1C1CC1 – GCN5L2 inh = -7%

Back to the main list, repeating the seven entries before the break.
SMILES	GCN5L2 inh	N370S GC	FEN1 inhibitor
Cc1ccc(CNC(=O)CSc2nc3ccsc3c(=O)n2NC(=O)c2ccccc2)cc1	0%	0%	10%
CCOC(=O)C1CCN(CC(=O)Nc2ccc(OC)c(S(=O)(=O)N3CCCCC3)c2)CC1	-3%	·	-5%
O=c1oc(-c2ccc(Br)cc2)nc2ccccc12	2%	-4%	6%
COc1cccc(C(=O)Nc2nc3c(s2)CN(C)CC3)c1	-1%	7%	-6%
Fc1ccccc1-c1nc(-c2ccccc2)no1	-2%	6%	2%
CC(=O)Cc1nsc(Nc2ccc3c(c2)OCCO3)n1	-11%	4%[2.35 µM]	9%
CCS(=O)(=O)N1CCC(C(=O)NCc2ccccc2OC)CC1	-4%	2%	6%
Nc1nc(-c2cccnc2)nn1C(=O)Cc1ccccc1	1%	-2%	1%
O=C1OCCC1Sc1nnc(-c2ccccc2Br)n1Cc1ccccc1 (stereo not drawn)	0%	10%	-1%
CC(=O)/C(N=Nc1cc(C)ccc1O)=C(\C)O	-3%	9%	12%
CCc1cccc(C)c1NC(=O)c1nc2ccccc2nc1N1CCCCC1	-3%	·	17%
CCCCc1ccc(NC(=O)C(=O)NCCN2CCN(Cc3ccc([N+](=O)[O-])cc3)CC2)cc1	-13%	2%	22%
Cc1ccc2nc(-c3ccncc3)c(Nc3ccccc3)n2c1	0%	-8%	-3%&-6%
CN1C(C(=O)NCc2ccccc2)CC2Cn3c(nc4cc(Cl)c(Cl)cc43)C21 (stereo not drawn)	16%	-17%	-16%
CN1CCN(c2cc3c(c4c2[nH]c2ccccc24)C(=O)CC(C)(C)C3)CC1	-26%	?	-28%
CCCc1cc(=O)oc2c(C)c(OC3CCCCC3=O)ccc12 (stereo not drawn)	-17%	1%	21%
Cc1cccc(C)c1C(=NCCCN(C)C)c1ccccc1	4%	-8%	7%
CCN(CC)C(=O)c1[nH]cnc1C(=O)NCC(=O)OCc1ccccc1	-1%	-1%	-16%
CCSc1nc2ccc(OC)cc2cc1C#N	-4%	2%	-4%
CCN(CCCNC(=O)c1cc2cc3ccc(OC)cc3nc2s1)c1cccc(C)c1	-13%	·	?
NC(=O)Nn1c(CCC(=O)O)ccc1-c1ccc(F)cc1	-1%	-5%	10%
COc1ccc2sc(-c3ccc(S(C)(=O)=O)cc3)c(C#Cc3cncn3C)c2c1	-3%	·	?
Cc1ccc(CSCCNS(=O)(=O)c2ccccc2)cc1	-1%	-7%	-11%
O=C(O)c1cc(-c2ccco2)nc2cc3ccccc3cc12	-12%	4%	-19%
O=C(NCCCN1CCOCC1)c1ccc2c(c1)N(Cc1cccc(Cl)c1)C(=O)c1ccccc1S2=O (stereo not drawn)	-3%	?	17%
CS(=O)(=O)N1CCN(c2ccc([N+](=O)[O-])c(NCc3ccccc3)c2)CC1	-19%	-6%	0%
Cc1cc2nc(CS)[nH]c2cc1C	28%	-3%	-10%
COc1ccccc1C(=O)NCCC(=O)N(C)CC(=O)Nc1ccccc1Br	-10%	-11%	-1%
CCCn1c2ccccc2c2cnn(CC(=O)NCC3CCN(Cc4ccc(C)cc4)CC3)c(=O)c21	-7%	·	12%
Cc1ccc(NC(=O)CN(C)S(=O)(=O)c2cccc3nsnc23)cc1Cl	-2%	3%	-6%
Cc1cc(C)n2nc3nc4c(cc3c2n1)CCCC4	-17%	8%	9%
c1ccc(-n2ncc3c(N4CCN(CCOc5cccc6ccccc56)CC4)ncnc32)cc1	-3%	-20%	-9%
SMILES	GCN5L2 inh	N370S GC	FEN1 inhibitor
c1ccc(-c2cc(N3CCCCC3)ncn2)cc1	0%	4%	-2%
CCOc1ccc(CNS(=O)(=O)c2cc(-c3cc(C)no3)ccc2OC)cc1OC	-15%	1%	3%
Cc1ccc(N2CC(C(=O)Nc3c4c(nn3C(C)(C)C)CS(=O)(=O)C4)CC2=O)cc1 (stereo not drawn)	3%	-1%	18%
Clc1ccc(-c2nnn3c2nc(NCc2ccc4c(c2)OCO4)c2ccccc23)cc1	-3%	·	-8%
CSc1ccc(CNCC(O)c2ccccc2)cc1 (stereo not drawn)	0%	-12%	17%
COCCN1C(=O)c2oc3c(C)cc(C)cc3c(=O)c2C1c1cccc(O)c1 (stereo not drawn)	-12%	22%	-12%
CCC(=O)c1ccc(OCC(=O)OCC(=O)Nc2c(C)n(C)n(-c3ccccc3)c2=O)cc1	3%	2%	1%
CC(=O)c1cccc(NC(=O)CCN2C(=O)C3CC=CCC3C2=O)c1 (stereo not drawn)	3%	·	-4%
Cc1ccc(NC(=O)CN2C(=O)CCSc3ccc(S(=O)(=O)N4CCCC4)cc32)cc1	1%&-8%	-1%	21%&3%
CCOC(=O)c1sc(=S)n(-c2ccc(OC)cc2)c1N	-9%	-18%	-1%
Clc1ccc(-c2nc(NCCN3CCOCC3)c3ccccc3n2)cc1	-1%	-9%	?
Cc1nnc(SCC(=O)NC2CCC(C)CC2)s1 (stereo not drawn)	2%	-11%	-3%
CC1CCN(C(=O)CSc2nnc(Cc3cccn3C)n2-c2ccc(F)cc2)CC1	-8%	2%	15%
COC(=O)CN1C(=O)C2(C(C#N)=C(N)Oc3ccccc32)C2=C1CC(C)(C)CC2=O (stereo not drawn)	?	0%	11%
S=c1[nH]nc(-c2ccco2)n1/N=C/c1c(Cl)cccc1Cl	0%	0%	-6%
O=C(C1CCC1)N1CCN(c2ccccc2)CC1	-3%	-5%	2%
CCN(CCNC(=O)C1CCN(Cc2nc(-c3cccc(Cl)c3)oc2C)CC1)c1ccccc1	-17%	?	-19%
CC(C)[C@H](NC(=O)c1ccccc1)C(=O)Nc1ccc2c(c1)OCO2	-14%	·	-1%
CCOc1ccc(-n2c(O)c(/C=N/c3ccnn3Cc3ccncc3)c3ccccc3c2=O)cc1	1%	18%	2%
COc1ccc(C(CC(=O)O)NC(=O)c2sc3ccccc3c2Cl)cc1 (stereo not drawn)	-2%	8%	1%
CCC(Oc1ccccc1C)C(=O)Nc1ccc(S(=O)(=O)Nc2cc(C)on2)cc1 (stereo not drawn)	0%	-3%	0%
COc1ccc(-c2noc(-c3ccccc3C(=O)NCc3ccco3)n2)cc1OC	-15%	-3%	0%
COc1ccc(/C=C2\SC(=O)N(CC(=O)Nc3cccc(C)c3)C2=O)cc1O	-17%	-3%	-1%
COc1ccc(-c2csc3ncnc(N4CCN(c5ccccc5)CC4)c23)cc1	-19%	1%	-3%
COc1ccccc1-n1nnnc1SCC(=O)NC1CC1	2%	0%	1%
SMILES	GCN5L2 inh	N370S GC	FEN1 inhibitor
CC(C)C(=O)Nc1ccc(Sc2ccc(F)cc2)cc1	-5%	-10%	-3%
COC(=O)c1ccc(N(C(=O)CNC(=O)c2ccco2)C(C(=O)NC2CCCC2)c2ccco2)cc1 (stereo not drawn)	-2%	-4%	7%
Cn1c(=O)c2c(SCC(=O)N3CCOCC3)nc(-c3ccccc3Cl)nc2n(C)c1=O	-4%	3%	-10%
O=C(Cn1c(=S)[nH]c2ccccc2c1=O)N1CCN(c2ccc(F)cc2)CC1	-2%	1%	1%
CCCCC(=O)Nc1ccc2nc(SCC(=O)N3CCOCC3)sc2c1	-6%	·	-3%
Cc1noc(C)c1-c1ccc2ncnc(NCc3cccnc3)c2c1	-4%	-11%	·
COc1cccc(N2CCN(C(=O)c3[nH]c(C)c(C(C)=O)c3C)CC2)c1	-3%	0%	4%
COc1ccc(C(=O)NC(=S)Nc2nc(C)cc(C)n2)cc1Br	-3%	2%	-14%
COc1cccc(C(=O)Oc2ccc3c(C)cc(=O)oc3c2C(C)=O)c1	-5%	?	1%
CN1CCc2ccccc2Cc2[nH]c3ccccc3c2CC1	-7%&1%	-7%&-1%&-11%	8%
O=C(NCc1cccc(C(F)(F)F)c1)c1ccc[nH]1	5%	-5%	-7%
CCOc1ccc(-c2csc(-c3c(N)c(C(=O)c4ccc5c(c4)OCO5)n4ccccc34)n2)cc1	-10%	·	-6%
COc1ccc(/C=C/C(=O)Nc2ccc(-n3nncc3-c3ccc(OC)c(OC)c3)cc2)cc1OC	-17%	11%	-7%
C=CCNC(=O)Nc1cc(Cl)ccc1OC	-2%	11%	17%
CCONC(=O)Nc1ccccc1	-7%	10%	-5%

Arranged by the number under GCN5L2 inh (lowest first): 5 of the compounds above.
SMILES	GCN5L2 inh
CCN(CCNC(=O)C1CCN(Cc2nc(-c3cccc(Cl)c3)oc2C)CC1)c1ccccc1	-17%
CC(C)C(=O)Nc1ccc(Sc2ccc(F)cc2)cc1	-5%
COc1ccc(C(=O)NC(=S)Nc2nc(C)cc(C)n2)cc1Br	-3%
CCC1=NN2C(=N)/C(=C\c3ccc(OCCOc4ccc(NC(C)=O)cc4)c(OC)c3)C(=O)N=C2S1	0%
Cc1cc2nc(CS)[nH]c2cc1C	28%

Compounds above with a tert-butyl group (two):
SMILES	GCN5L2 inh	N370S GC	FEN1 inhibitor
CC(C)(C)C1(C)OC(=O)C(=Cc2ccc(OCC(=O)Nc3ccccc3)cc2)C(=O)O1 (stereo not drawn)	-1%	4%	0%
Cc1ccc(N2CC(C(=O)Nc3c4c(nn3C(C)(C)C)CS(=O)(=O)C4)CC2=O)cc1 (stereo not drawn)	3%	-1%	18%

An excerpt; count on the stated rates, not on these rows.
